M. tuberculosis GlmU: inhibition of mycobacterial GlmU enzyme – biochemical, glucosamine-1-phosphate acetyltransferase (AID 1376); one-dose inhibition, %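 (tested at 30 µM in the primary screen)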; IC50 in µM for titrated hits; actives 0.25% (n = 220,000); M. tuberculosis GlmU acetyltransferase enzyme assay; higher % means a stronger effect; Bifunctional protein GlmU (Mycobacterium tuberculosis (strain ATCC 25618 / H37Rv)); in the data active means inhibition above about 13%; inconclusive means no clear call, values can overlap the other calls;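 further: 0% = complete reaction with vehicle and 100% = reaction without substrate; strong numbers were not always called active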
RmlCD inh 1536: M. tuberculosis RmlC/RmlD coupled enzyme inhibitors, primary screen, biochemical, compound mixtures, 384-well, from 1536-well plates; actives 0.03% (n = 160,000); AID 1533, 2009; RmlC+RmlD coupled enzyme assay, percent inhibition; primary screen in compound mixtures; dTDP-4-dehydrorhamnose reductase (Mycobacterium tuberculosis (strain ATCC 25618 / H37Rv)) …; inhibition, % at 3.6 µM; in the data active means inhibition mostly above about 34%, no sharp cut-off; inconclusive means no clear call, values can overlap the other calls; inactive means mostly below about 22%; further: some results filed as inactive read as strong as hits
Target sequence (P9WH09 whole entry, looked up): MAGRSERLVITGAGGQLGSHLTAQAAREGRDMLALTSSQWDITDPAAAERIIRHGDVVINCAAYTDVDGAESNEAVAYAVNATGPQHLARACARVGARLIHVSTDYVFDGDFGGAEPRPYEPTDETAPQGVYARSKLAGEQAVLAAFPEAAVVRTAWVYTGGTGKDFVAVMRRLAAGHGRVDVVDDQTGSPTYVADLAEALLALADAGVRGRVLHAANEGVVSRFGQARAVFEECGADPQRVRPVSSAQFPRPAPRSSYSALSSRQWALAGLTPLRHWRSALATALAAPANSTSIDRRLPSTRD
Target sequence (P9WH11 whole entry, looked up): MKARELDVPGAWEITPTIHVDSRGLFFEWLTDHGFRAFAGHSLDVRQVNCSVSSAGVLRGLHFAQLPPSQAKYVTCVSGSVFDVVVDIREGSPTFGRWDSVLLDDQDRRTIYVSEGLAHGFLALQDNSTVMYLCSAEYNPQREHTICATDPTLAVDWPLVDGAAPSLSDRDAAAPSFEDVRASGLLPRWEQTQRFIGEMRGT
* hit, by the source's call; ? = inconclusive; / = not tested or not shown. A portion of the library. The share of hits here may be higher or lower than overall.

SMILES	M. tuberculosis GlmU	RmlCD inh 1536
C=CCNC(=O)NC(=O)COC(=O)C(C)Oc1ccc(Cl)cc1Cl (stereo unspecified)	0.4%	4
COC(=O)c1c(NC(=O)C2CCC2)sc(C(=O)N(C)C)c1C	2.7%	-7
Cc1nn(-c2ccccc2)c(C)c1NS(=O)(=O)c1ccccc1	3.7%	17
Cc1cccc(NC(=O)COC(=O)c2ccc3c(c2)OCO3)c1C	-0.6%	-8
CCOc1ccc(C(=O)NC2CCN(S(=O)(=O)CC)CC2)cc1	-1.2%	-8
CCOc1ccc(OCc2nnc(SCC(=O)NC3CCS(=O)(=O)C3)n2-c2ccc(Cl)cc2)cc1 (stereo unspecified)	3.3%	0
COCC(C)NS(=O)(=O)c1ccccc1 (stereo unspecified)	-4.6%	12
Cc1cc(C)c(NC(=O)CSc2nc3[nH]ncc3c(=O)[nH]2)c(C)c1	-4.8%	-8
O=C1/C(=C/c2ccc(O)c(O)c2)SC(=S)N1Nc1ccccc1	7.5%	/
COC(=O)N/N=C/c1cc(Cl)cc(Cl)c1OCc1ccccc1	3.5%	12
CC12CCC3C(CC=C4CC(O)CCC43C)C1C/C(=C\N1CCCC1)C2=O (stereo unspecified)	-0.3%	3
O=C(Nc1ccccc1)c1ccc(Cn2cc(C(F)(F)F)ccc2=O)cc1	0.8%	10
O=C(COC(=O)CN1C(=O)c2ccccc2C1=O)Nc1ncc(Cl)cc1Cl	/	-3
CC(C)(C)c1ccc(S(=O)(=O)NCC(=O)Nc2sc3c(c2C(N)=O)CCCC3)cc1	7.6%	7
COc1ccc(Nc2ncnc3scc(-c4ccc(OC)cc4)c23)cc1	2.5%	-10
CC(C)(C)NC(=O)C(c1ccco1)N(C(=O)c1csnn1)c1ccccc1 (stereo unspecified)	6.6%	-3
CSc1nc(N)c2c(n1)OC(N)=C(C#N)C2c1cccnc1 (stereo unspecified)	2.4%	3
CC(C)OC(=O)C(=O)NNc1ccccc1	-2.0%	/
Cn1ccc(NC(=O)Nc2ccc(Cl)cc2Cl)n1	-0.4%	/
COc1ccc(-c2nc(C#N)c(NCc3ccc(F)cc3)o2)cc1OC	2.5%	45
O=C(Cc1c[nH]c2ccccc12)Nc1cccc(S(=O)(=O)N2CCCCC2)c1	-1.0%	5
CC(=O)N1N=C(c2ccc(C)cc2)OC1c1ccc(Br)cc1 (stereo unspecified)	-5.4%	6
O=C(/C=C/c1ccc(Br)cc1)N1CCN(c2cccc(C(F)(F)F)c2)CC1	1.5%	-5
O=S(=O)(c1ccc(Cl)cc1)N1CCSC1c1ccco1 (stereo unspecified)	-3.4%	/
CCOC(=O)c1cccc(NC(=O)C2CCCN2S(=O)(=O)c2cccc3cccnc23)c1 (stereo unspecified)	0.0%	6
Cc1onc(-c2ccccc2)c1C(=O)Nc1ccc(S(=O)(=O)NC(C)(C)C)cc1	-1.3%	25
CC12CCC(C(=O)N3CCN(Cc4ccccc4)CC3)(OC1=O)C2(C)C (stereo unspecified)	3.9%	10
Cc1ccc(Oc2ccc(NC(=O)CSc3n[nH]c(N)n3)cc2)cc1	0.3%	-4
O=C1CCCc2c1sc1nc3n(c(=O)c21)CCCCC3	-5.0%	/
COC(=O)c1ccc(N=C(c2ccccc2)c2c(O)n(C)c(=O)n(C)c2=O)cc1	0.2%	/
Cc1ccc(-c2n[nH]c(=S)n2/N=C/c2ccc(C)s2)cc1	10%	/
O=C(NCc1ccco1)c1cnccn1	1.1%	4
Fc1ccccc1/C=C1\CCCC2=C1Nc1ncnn1C2c1ccccc1F (stereo unspecified)	6.5%	5
O=C(c1ccc(F)cc1)c1c[nH]c(C(=O)NCc2cccnc2)c1	2.4%	6
CN(C)c1ccc(C(=S)N2CCCCC2)cc1	-3.0%	6
Cc1ccc(C2(c3noc(CN4C[C@@H](C)O[C@@H](C)C4)n3)CCCC2)cc1	0.8%	/
O=C(O)C1CCCN(CCC=C(c2ccccc2)c2ccccc2)C1 (stereo unspecified)	1.0%	/
O=C(c1ccc(CSc2ccccc2)cc1)N1CCCCCC1	-1.2%	-5
S=c1[nH]nc(-c2cc3ccccc3o2)n1Cc1ccccc1	0.6%	/
Cc1ccc(-n2c(SCC(=O)NCc3ccco3)nc3sc(C)c(C)c3c2=O)cc1	0.2%	/
Nc1nnc(SCCOc2ccccc2)s1	-1.1%	3
N/C(=C\C(=O)c1cc(Cl)ccc1O)C(Cl)(Cl)Cl	3.0%	-9
N#C/C(=N\O)c1nc2ccccc2[nH]1	-0.1%	/
C/C(Cn1nnc2ccccc21)=N\OC(=O)c1ccccc1C	1.1%	0
COc1ccc(N(CC(=O)Nc2ccccc2C)S(=O)(=O)c2c(C)[nH]c(=O)[nH]c2=O)cc1	-0.1%	12
CS(=O)(=O)N(CC(=O)N1CCN(c2ccccc2F)CC1)c1cc(C(F)(F)F)ccc1Cl	-5.2%	30
Cc1cc(C)cc(Oc2coc3cc(OC(=O)c4cccnc4)ccc3c2=O)c1	-1.4%	13
COc1ccc(NS(=O)(=O)c2cccc(N/C(=N\S(=O)(=O)c3ccccc3)c3ccc(F)cc3)c2)cc1	-2.2%	2
CCCC(=O)N1CCN(C2=NS(=O)(=O)c3ccccc32)CC1	4.8%	/
Clc1ccc2oc(-c3ccccc3)cc(=NCCCN3CCOCC3)c2c1	0.6%	-1
(next part)
SMILES	M. tuberculosis GlmU	RmlCD inh 1536
Cc1cccc(-c2nnc(SCc3ccc(C#N)cc3)n2Cc2ccco2)c1	-2.2%	22
Cc1cc(S(=O)(=O)NC2CCCCC2)ccc1OCC(=O)N1CCOCC1	4.5%	7
COc1ccc(S(=O)(=O)NC2CCCC2)c(Cl)c1Cl	2.2%	/
O=C(Nc1cccc([N+](=O)[O-])c1)c1ccc2c(c1)OCO2	7.0%	0
S=C1N(c2ccccc2)C(c2ccc(Cl)cc2)N2CCCN12 (stereo unspecified)	6.9%	/
CC12CN3CC(=O)N4CC5(C)CN(CC(C)(C4)C5=O)C(=O)CN(C1)CC(C)(C3)C2=O	-2.0%	6
CCC(C)NC(=O)c1cn(CC)c2ccc(S(=O)(=O)N(C)C)cc2c1=O (stereo unspecified)	0.4%	6
Cc1cc(=O)[nH]c(SCC2(O)C3CC4CC(C3)CC2C4)n1 (stereo unspecified)	0.0%	6
CN(Cc1cccs1)C(=O)CCc1ccc(S(=O)(=O)N2CCOCC2)cc1	2.0%	15
CCN(CC)C(=O)CSc1nc2ccccc2c(=O)[nH]1	-1.1%	-7
Clc1ccc(-c2csc(N/N=C\c3cccnc3)n2)cc1	-4.7%	/
Cc1c(C(=O)Nc2ccc3oc(-c4cccnc4)nc3c2)oc2ccccc12	-0.5%	-4
CCC1CCCCN1C(=O)c1ccc(OC2CCN(C(=O)C3CC3)CC2)cc1 (stereo unspecified)	2.0%	/
N#Cc1ccccc1OCC(=O)NC(N)=O	0.2%	-1
CN1C(=O)NC(c2ccc(O)cc2)C2=C1CN(c1cccc3ccccc13)C2=O (stereo unspecified)	-2.6%	15
CCN(CC)C(=O)c1sc(NC(=O)c2ccco2)c(C#N)c1C	-0.3%	-7
COc1ccc(OC)c2sc(NC(=O)CCS(=O)(=O)c3ccccc3)nc12	0.3%	/
CC(C)(C)NC(=O)C(=O)NNC(=O)c1cccc([N+](=O)[O-])c1	1.7%	-10
CCN(CC)S(=O)(=O)c1ccc2c(c1)nc(SCC(=O)N1CCOCC1)n2-c1ccccc1OC	-5.0%	-9
N#Cc1ccc(CSc2nnc(-c3cccnc3)o2)cc1	2.6%	5
O=S(=O)(NC1CCCC1)c1cccc(S(=O)(=O)N2CCC(n3nnc4ccccc43)CC2)c1	-2.1%	/
CC1CC(C)(C)NC(=O)O1 (stereo unspecified)	-0.8%	/
CC(C)c1ccc(NC(=O)COc2ccc(F)cc2C(=O)c2cnn(-c3ccccc3)c2)cc1	7.7%	/
Cc1cccc(CCNC(=O)C2CCC(CNS(=O)(=O)c3cccs3)CC2)c1 (stereo unspecified)	-5.1%	-3
C=CCSC1=NC(N)=C(C#N)C2(CCCCC2)C1C(N)=O (stereo unspecified)	6.5%	-4
O=C(CS(=O)(=O)c1ccccc1)Nc1ccc(S(=O)(=O)Nc2ccccn2)cc1	-2.6%	-12
O=C(c1ccccc1NS(=O)(=O)c1ccc(Cl)cc1)N1CCc2ccccc21	3.8%	7
C=CCn1c(CCSCc2ccc(OC)c(C)c2)n[nH]c1=S	1.7%	3
Nc1nc[nH]c(=O)c1N=Cc1ccccc1	-0.7%	/
Cc1ccc(Cn2nc(C)c(NC(=O)c3cc(-c4ccc5c(c4)OCO5)on3)c2C)cc1	-1.9%	7
COc1cccc(NC(=O)c2ccccc2-c2nc(-c3ccccc3)no2)c1	0.0%	8
CCCCN(CCCC)/C(N)=N/c1nc(C)cc(C)n1	-5.6%	/
CCOc1ccc(C(=O)Nc2ccccc2N2CCOCC2)cc1	-6.9%	?
COc1ccc(/C=N/NC(=O)c2ccc(COc3cccc4cccnc34)cc2)cc1OC	1.2%	-11
CCC(C)(C(=O)NC1CCCCC1)N(C(=O)c1cnccn1)c1c(C)n(C)n(-c2ccccc2)c1=O (stereo unspecified)	2.4%	/
O=C(CSc1ccc(-c2ccccc2)nn1)NCC1CCCO1 (stereo unspecified)	-3.0%	/
CC1CC(C)CN(S(=O)(=O)c2ccc(NN)nc2)C1 (stereo unspecified)	-5.3%	/
NC(=O)NCc1ccc(Cl)cc1	-0.3%	/
CCCn1nnnc1NCc1cccn1C	4.5%	8
CCNS(=O)(=O)c1ccc(NC(=O)c2cc(C(F)(F)F)nn2C)cc1	-0.2%	/
O=C(C1CCN(S(=O)(=O)c2ccc(Br)s2)CC1)N1CCN(C2CCCCC2)CC1	2.0%	3
Cc1nc(NC(=O)CSc2nnc3ccccn23)c(Cl)cc1Cl	1.3%	/
Cc1cc(-n2cnc3c(=O)[nH]cnc32)ccc1N	-2.2%	-8
N#Cc1c(NC(=O)Cn2nc(C(F)(F)F)c3c2CCCC3)sc2c1CCC2	4.0%	/
CC(=O)Nc1c(O)nc(SCC(=O)N2CCN(c3ccc(F)cc3)CC2)[nH]c1=O	2.3%	-11
CCOc1ccc(N2C(=O)NC(=O)/C(=C\c3cc(OC)c(OC)cc3[N+](=O)[O-])C2=O)cc1	3.9%	-11
CCCCN1C=CC(=C2N=c3cccc([N+](=O)[O-])c3=N2)C=C1	-3.8%	/
CCOC(=O)c1sc(C)c2c1NC1(CCCCC1)NC2=O	4.9%	3
O=C(COC(=O)c1sc2ccccc2c1Cl)NCC1CCCCC1	-0.5%	4
Cc1ccc(C(=O)NCCSC2CCCCC2)cc1S(=O)(=O)Nc1ccccc1	-0.7%	7
(list continues)
SMILES	M. tuberculosis GlmU	RmlCD inh 1536
O=C(CSc1ccc2c(c1)OCCO2)NC(=O)Cc1ccccc1	1.8%	4
COC(CN1C(=O)C(=O)/C(=C(/O)c2ccccc2)C1c1ccccn1)OC (stereo unspecified)	0.6%	-1
COc1ccc(/C=C2\C(=O)c3ccccc3OC2c2ccccc2)cc1 (stereo unspecified)	4.3%	/
COc1ccc(S(=O)(=O)N2CCC(C(=O)N3CCCC3)CC2)cc1	3.4%	/
COC(=O)C(=Cc1ccc(-c2ccsc2C(=O)OC)o1)C(=O)OC	4.2%	-5
O=C(Nc1cccc(C(=O)N2CCN(Cc3ccccc3)CC2)c1)c1ccccc1	0.5%	9
CCCCCCCC1CC(/C(C)=N/NC(N)=O)OC1=O (stereo unspecified)	2.0%	12
Cc1nn2c(NCc3cccnc3)c3c(nc2c1-c1ccccc1)CCC3	-2.2%	-14

Screening results from PubChem BioAssay.
